# PriA SSB inh – K. pneumoniae PriA-SSBct interaction inhibition | AlphaScreen SSBct-PriA binding, biotinylated peptide | inhibition, % at 33 µM | 430,000 tested, 0.6% active | AID 1272365; in the data active = inhibition mostly above about 37%, no sharp cut-off; inactive = mostly below about 20%;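 note: plate controls were negative control peptide for no effect and reference peptide for full effect; strong numbers were not always called active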
# Active calls of the source: *; & = joins results of further samples. A portion of the library (hit frequency here may not be typical).
SMILES,PriA SSB inh
Cn1nc2c(c1NC(=O)c1ccc3c(c1)OCO3)CCC2,-11&3
O=C(NCC1CCN(Cc2ccccc2)CC1)C(=O)Nc1ccon1,-10&1
CC(=NNC(=O)C(=O)Nc1cc(C)ccc1C)c1ccncc1,3
O=C(CNS(=O)(=O)c1cccc(Cl)c1)NC[C@H]1CCCN1c1nc2ccccc2o1,4
COCC(=O)N1N=C(c2cccc(NS(C)(=O)=O)c2)C[C@H]1c1ccc(F)cc1,-6
CCOc1ccc(C(O)=C2C(=O)C(=O)N(c3cc(C)on3)C2c2ccccc2OC)cc1 (stereo not given),11
CCN(CC)S(=O)(=O)c1cccc(N=Nc2cc(O)cc3ccccc23)c1,62
C=CCNC(=S)NN=Cc1cn(-c2ccccc2)nc1-c1ccc(OC)cc1,-2
CC1Cc2ccccc2N1C(=O)CCCn1nc(-c2ccc(F)cc2)ccc1=O (stereo not given),-11
Cc1noc(C2(NC(=O)c3ccccc3C)CCCCC2)n1,-4
O=C(NCCn1nc(-c2cccs2)cc1C1CC1)c1c(F)cccc1F,0
COc1ccc2nc(-c3ccc(NC(=O)NCc4ccccc4)cc3)cn2n1,1
N#CCC(=O)Nc1ccccc1O,-5
CN(CCCCCCCCC(=O)C=NO)Cc1ccccc1,-8
COc1nn(C)cc1C(=O)Nc1ccc(C(=O)Nc2c(C)n(C)n(-c3ccccc3)c2=O)cc1,9
O=C(NCc1cccnc1-c1cccs1)c1ccsc1,-3
COC(=O)N(C)Cc1nc2ccccc2n1CC(=O)N1CCOCC1,6
CC(=O)ON=C(c1nonc1N)N1CCN(c2ccc([N+](=O)[O-])cc2Cl)CC1,5
COC(=O)c1ccc(CSc2ccc(NC(=O)C3CC3)nn2)o1,-3
CCOC(=O)Cc1csc(NC(=O)c2cc(=O)c(OCc3ccc(F)cc3)cn2C)n1,-6

# 2 compounds drawn at random from the list so far, as already listed:
SMILES,PriA SSB inh
COc1nn(C)cc1C(=O)Nc1ccc(C(=O)Nc2c(C)n(C)n(-c3ccccc3)c2=O)cc1,9
O=C(NCc1cccnc1-c1cccs1)c1ccsc1,-3

# Rewritten as labelled records: 2 of the compounds above
> N#CCC(=O)Nc1ccccc1O
  PriA SSB inh = -5
> CN(CCCCCCCCC(=O)C=NO)Cc1ccccc1
  PriA SSB inh = -8

# (list continues)
SMILES,PriA SSB inh
O=C(NCc1nnnn1C1CCCCC1)c1ccc2c(c1)OCO2,-1
Cn1cccc1C(O)CNC(=O)NC1CCCCC1 (stereo not given),-13
COC(=O)c1ccc2nc(NC(=O)CSC(C)=O)sc2c1,0
O=C(NC(c1ccccc1)c1ccccc1)N1Cc2cnc(N3CCOCC3)nc2C1,-8
CC(O)(CNC(=O)C(=O)Nc1ccon1)Cc1ccco1 (stereo not given),13
N#CC(=NNc1cccc(F)c1)C(=O)C1CC1,-9
CN1C(=CC=CC2=CC(=CC=CC3=[N+](C)c4ccc5ccccc5c4C3(C)C)CC(C)(C)C2)C(C)(C)C2=C1CCc1ccccc12,-30
COc1cccc(/C=C2\Oc3c(ccc4c3CN(Cc3cccs3)CO4)C2=O)c1OC,-22
O=S(=O)(Cc1cc(F)cc(F)c1)N1CCOC(c2ccccc2)C1 (stereo not given),-28
O=C(NCC(c1cccs1)N1CCc2ccccc21)C(=O)Nc1cccc([N+](=O)[O-])c1 (stereo not given),-16
Cc1cc(=O)[nH]c(-n2nc(-c3cccs3)cc2NC(=O)COc2ccccc2F)n1,-11
O=C(O)c1cccnc1SC1CC(=O)N(c2ccc(Cl)cc2[N+](=O)[O-])C1=O (stereo not given),-1
Cn1cc(Br)c(C(=O)NN=Cc2cccc(OC3CSC3)c2)n1,-1
COc1ccc(CNC(=O)CSc2nccn3nc(-c4cccc5ccccc45)cc23)cc1OC,3
O=C(NCC1CCN(Cc2ccco2)CC1)c1c(F)cccc1Cl,-10
Cc1ccc2oc(C(=O)O)cc2n1,-1
C=CCN1C(=O)C(C)(C)COc2cc(NC(=O)c3cccc(OC)c3OC)ccc21,3
Cc1nc(N2CCN(C(=O)COc3ccc(Cl)cc3Cl)CC2)cc(C(F)(F)F)n1,-2
CCc1nnc(NC(=O)CSc2nnc(Cn3c(=O)sc4ccccc43)n2C)s1,-13
Cc1csc(NC(=O)c2cn(CC3CCCO3)cc3c(=O)n(-c4ccccc4)nc2-3)n1 (stereo not given),-19
COc1ccc(Nc2oc(-c3cccs3)nc2S(=O)(=O)c2ccccc2)cc1,-5
CC1=NN(C(=Nc2nnc(C)s2)Nc2ccccc2)[C@H](c2cccc3ccccc23)S1,4
COc1cc(C2NCCc3cc(O)c(O)cc32)cc(OC)c1OC (stereo not given),-1
Cc1cc(C)n(-c2ccc(N3CCN(C(=O)c4cccc5ccccc45)CC3)nn2)n1,-10
COc1ccc(-c2n[nH]c(=S)o2)cc1OC,-5
O=C(CCC(=O)Nc1ccc(Cl)cc1)NN=Cc1ccc2c(c1)OCO2,-6
CC(=O)N1CN([C@H]2CCS(=O)(=O)C2)Cc2c1sc1c2CCCC1,-7
O=C(O)CCc1nnc(N/N=C\c2ccc([N+](=O)[O-])cc2)[nH]c1=O,-14
CN(c1ccc2c(c1)OCO2)S(=O)(=O)c1ccsc1-c1nc(-c2ccccc2Cl)no1,-11
CCOC(=O)CNC(=O)CSc1nnc(NC(=O)C(C)(C)C)s1,-4
CCc1c(C)nc(SCc2nc(-c3ccccc3)no2)[nH]c1=O,-4
CCOc1ccccc1NC(=O)CN1C(=O)CC(c2ccccc2)=Nc2ccccc21,-9
COc1ccc(Cc2nnc(C3CCN(C(=O)C(C)(C)C)CC3)s2)cc1,-4
CCCCN1C(=O)C(=c2sc3nc(=O)c(-c4ccccc4)nn3c2=O)c2ccccc21,11
O=C(c1ccc2nc[nH]c2c1)N1CCC2(CCc3ccccc3O2)CC1,-4
COc1ccc(CC(=O)NCC2CCN(Cc3ccco3)CC2)cc1,-20
COc1ccc(CNC(=O)N2C3CCC2CC(S(=O)(=O)c2ccccc2)C3)cc1OC (stereo not given),-7
O=C(Cc1csc(Nc2ccccc2)n1)N1CCc2ccccc21,-3
Cc1nnsc1C(=O)Nc1cnc(N2CCN(c3ccccn3)CC2)nc1,-3
O=C(NC1CCN(c2ncnc3c2CCCC3)CC1)[C@@H]1CC=CCC1,0
CN(C)C(CNC(=O)C(=O)Nc1ccc([N+](=O)[O-])cc1)c1ccco1 (stereo not given),1
COc1cccc2sc(NC(=O)C3CCN(S(C)(=O)=O)CC3)nc12,-9
O=C(NCCS(=O)(=O)N1CCc2ccccc2C1)[C@H]1CC(=O)N(c2ccccc2)C1,-16
Cc1cc(C)n(CCN2CCN(S(=O)(=O)c3cccnc3)CC2)n1,-2
COc1cccc(C[C@@]2(O)C(=O)Nc3ccc(Br)cc32)c1,-11
O=C(Cn1nc(-c2ccco2)c2sc(N3CCCCC3)nc2c1=O)NCc1ccccc1Cl,3
O=C(O)CCc1csc(NC(=O)c2ccc(F)cc2)n1,22
CNC(=O)c1coc(N)n1,-6
COc1ccc(C=NNC(=O)CCSc2nc3ccccc3s2)cc1,3
COc1ccc(CCC(=O)N2CC(Oc3nccs3)C2)cc1OCc1ccccc1,-13
# The list continues.
SMILES,PriA SSB inh
CS(=O)(=O)c1ccc(CC(=O)N2CC(=O)Nc3ccccc32)cc1,-6
Cc1c(CNC(=O)Nc2cccs2)sc2nc(-c3ccc(F)cc3)cn12,-13
Oc1nc(Nc2ccc3c(c2)OCO3)sc1C=C1C=Nc2ccccc21,43
O=C(NCCn1cccc1)c1ccc(N2CCC(Cc3ccccc3)CC2)nn1,4
COC1CCN(C(=O)c2ccc(Cl)s2)CC1,-4
COc1ccc(Cl)cc1C(=O)Nc1cc(C)nn1-c1nc(-c2cccs2)cs1,-3
CC(C)NC(=O)CCCCn1c(=O)c2ccccc2n(CC(=O)NCc2ccc3c(c2)OCO3)c1=O,-3
O=C(Nc1cc(-n2ccnc2)ncn1)c1cccc(C(F)(F)F)c1,0
CCOc1ccc(NC(=O)Nc2c(C)nc3ccc(Cl)cn3c2=O)cc1,-10
CCOc1ccc(NC(=O)CSc2ccc(NC(=O)c3cccs3)nn2)cc1,-6
COc1ccc(-c2ccc(N3CCN(C(=O)Cc4cccs4)CC3)nn2)cc1,-13
COc1ccc(Cl)cc1C(=O)N1CCN(Cc2cnc3ccccn23)CC1,-9
Cc1ccc(N(C(=O)Nc2ccc(Cl)cc2)C2=NCCC2)cc1C,1
Cn1cc(S(=O)(=O)N2CCCN(C(=O)CN3C(=O)CCC3=O)CC2)cn1,4
CC(=O)N1CCN(S(=O)(=O)c2cccc(C(=O)NCc3ccccn3)c2)CC1,13&3
CC1(C)C(=O)NCCN1C(=O)c1ccc2ncsc2c1,0
Cc1ccc2[nH]c3c(=O)n(CCC(=O)NC(C)CCc4ccccc4)cnc3c2c1 (stereo not given),-6
O=C(O)CNC(=O)COc1ccc(-c2ccccc2)cc1Br,-6
C/C(=C\c1ccccc1)[N+](=O)[O-],4
CCCCCCSc1nc(N)c(C#N)c(-c2ccc(OCc3ccccc3)cc2)c1C#N,-43

# 3 compounds already listed, ordered by length of the SMILES, smallest number first:
SMILES,PriA SSB inh
COC(=O)c1ccc2nc(NC(=O)CSC(C)=O)sc2c1,0
COc1ccc(CC(=O)NCC2CCN(Cc3ccco3)CC2)cc1,-20
Cc1csc(NC(=O)c2cn(CC3CCCO3)cc3c(=O)n(-c4ccccc4)nc2-3)n1 (stereo not given),-19

# (next part)
SMILES,PriA SSB inh
CCOc1ccc(-c2nnc3ccc(SCC(=O)c4ccccc4)nn23)cc1,4
COC(=O)C1CC(Oc2ccccc2F)CN1C(=O)c1cnccn1 (stereo not given),-23
NC(=O)c1ccc(NC(=O)c2nnn(Cc3ccccc3)c2-c2ccncc2)cc1,-13
O=C(CC1CCCCN1S(=O)(=O)c1ccc(F)cc1)NCc1ccccc1Cl (stereo not given),22
Cc1nnsc1C(=O)N1CCN(CC(=O)c2cccs2)CC1,2
CC1CC(=O)N(CC(=O)Nc2cccc(F)c2)c2ccccc2S1 (stereo not given),1
CC(=NNC(=O)c1cccc([N+](=O)[O-])c1)c1cccs1,-20
Cc1ccc(S(=O)(=O)c2nc(NC[C@H]3CCCO3)sc2Cl)cc1,-13
CC(NC(=O)CC(NCc1ccccc1)C(=O)O)c1ccccc1 (stereo not given),-2
O=C(CCC(=O)Nc1ccc(F)cc1)NN=Cc1ccc(Br)cc1,-2
CC(=O)N1CC(C(=O)Nc2cccnc2)C1,-16
COc1ccc(C(=O)ON=C(C)c2cnccn2)cc1,-2
Cc1cc(C)n(N=Cc2cccs2)c(=O)c1C#N,-2
Cc1ccccc1OCC(=O)NCC1CCN(c2ncccn2)CC1,-17
CCCC(=O)NCC(=O)Nc1c(C)nc(N(C)C)nc1C,-14
COc1ccc(-c2nc(NC(=O)c3ccc(S(=O)(=O)N4CCCc5ccccc54)cc3)sc2C)cc1,-15
O=C(NCc1ccc(N2CCCC2=O)cc1)c1n[nH]nc1-c1cccc(Cl)c1,-14
COCCNC(=O)NC[C@H](O)c1csc2ccccc12,-8
COc1ccc(-c2nnc3ccc(OCCNC(=O)C4CCCCC4)nn23)cc1OC,-7
O=C(CSc1ccc(Cl)cc1)Nc1ccccc1C(F)(F)F,-9
COc1ccc(C(=O)CSc2nc3c(c(CC(C)C)c2C#N)CCCC3)cc1,-1
O=C(Nc1ccc(CC(=O)N2CCOCC2)cc1)c1cc2ccccc2s1,-9
O=C(Cc1cccs1)N1CCSC(c2ccco2)CC1 (stereo not given),-1
COc1ccc(C(=O)N=Nc2c(O)n(CN3CCN(C)CC3)c3ccc(Br)cc23)cc1,-11
COc1cc(C(=O)Nc2ccc(S(C)(=O)=O)cc2)on1,-22
O=S(=O)(Nc1ccc(-c2ccc(N3CCCC3)nn2)cc1)c1ccc2c(c1)CCCC2,-6
O=C(COc1ccc(F)cc1)NCCCn1nc(-c2ccco2)ccc1=O,-13&0
CC(CC1CC(COCC(C)C)OC1=O)=NNC(N)=S (stereo not given),-12
Cc1ccn2c(=O)c(NC(=O)c3ccc(Cl)c([N+](=O)[O-])c3)c(C)nc2c1,0
Cc1ccc(S(=O)(=O)n2nc(C)c(C)c2C)cc1C,-10

# A second format for part of the listing above:
> COC1CCN(C(=O)c2ccc(Cl)s2)CC1
  PriA SSB inh: -4

> O=C(NCC(c1cccs1)N1CCc2ccccc21)C(=O)Nc1cccc([N+](=O)[O-])c1 (stereo not given)
  PriA SSB inh: -16

> COC(=O)c1ccc2nc(NC(=O)CSC(C)=O)sc2c1
  PriA SSB inh: 0

> COc1ccc(-c2nnc3ccc(OCCNC(=O)C4CCCCC4)nn23)cc1OC
  PriA SSB inh: -7

# Next results follow:
SMILES,PriA SSB inh
NS(=O)(=O)c1ccc(NC(=O)CCCn2nc(-c3ccco3)ccc2=O)cc1,1
CCOc1ccc2nc(N(CCN(CC)CC)C(=O)c3ccc(S(=O)(=O)N(C)Cc4ccccc4)cc3)sc2c1,1
CC(C)(C)NC(=O)NCC(c1ccsc1)N1CCCCCC1 (stereo not given),-9
Brc1ccc(C=NNc2ccc3ccccc3n2)cc1,8
CCOC(=O)c1cn[nH]c1S(=O)(=O)Nc1ccc(F)cc1F,-9
Cc1nn(C)c(C)c1S(=O)(=O)NCc1ccc(C(=O)c2cccs2)s1,-2
Cc1cc(C)cc(NC(=O)CN2CCC(C(=O)N3CCc4ccccc43)CC2)c1,-8
Cc1nc(-c2ccco2)sc1CNS(=O)(=O)N(C)C,6
C=c1oc(-c2ccc(Cl)cc2Cl)cc1=C1NN=C(c2ccco2)O1,-16
O=S(=O)(NCC1CCN(Cc2cccs2)CC1)c1ccccc1F,-7
COc1ccc(OC)c(COC[C@@H](O)CN2CCN(c3cc(Cl)ccc3C)CC2)c1,21
CCOc1c(C)cc(S(=O)(=O)Nc2ccc3c(c2)CCC(=O)N3CCC(C)C)cc1C,-3
O=C(COc1ccc(Cl)cc1Cl)NCCC(O)c1ccc2c(c1)OCO2 (stereo not given),-10

# Source: PubChem
